PolyA inh = polyadenylation inhibitors in yeast reporter cells, primary screen, luminescence, S. cerevisiae; S. cerevisiae SKY197-pL101 polyadenylation reporter, beta-gal luminescence; efflux-impaired pdr1/pdr3 knockout yeast; score 100 = 6 SD above DMSO; calls only at 12 µM; 0.02% of 300,000 active; AID 1875, 2009;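 active = lowest replicate activity score at least 50, where 100 means six control SD above control mean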;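 note: yeast exposed to compound for 9 h at 30 °C; higher score means more reporter readthrough which indicates perturbed polyadenylation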
RGS4 act = RGS4 potentiators or activators, primary screen, cell-based, HEK293 M3R inducible RGS4, calcium flux | carbachol calcium flux Fluo4; stronger effect = lower value | B-score at 10 µM | 0.92% of 310,000 active | AID 463111, 2010;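 active = B-score of the integrated calcium signal more than 4 SD below the library mean, with starting fluorescence not abnormally high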;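 note: negative B-score means reduced calcium response which marks RGS4 activation or potentiation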
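Test system: HEK293 cells with stable M3R and inducible RGS4; also added: carbachol at ECmax as muscarinic agonist stimulus; schedule: dye loading 30 min 37 °C, buffer rest 30 min RT; technique: kinetic calcium fluorescence imaging with Fluo4-AM dye, 2 µM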
GSK3 alpha inh = blockers of GSK3A enzyme activity – biochemical, luminescence, cell-free homogeneous, HTS, primary screen. inhibition, % at 10 µM. GSK-3 alpha kinase, ADP-Glo luminescence, 60 min. 0.1% of 320,000 active. AID 2650, 2010. Glycogen synthase kinase-3 alpha (Homo sapiens), P49840;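 in the data active = inhibition above about 50%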;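 note: GST-tagged GSK-3 alpha with peptide substrate and 25 µM ATP; 0% = DMSO neutral wells and 100% = GW8510 positive control wells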
Target sequence (P49840 whole entry, looked up): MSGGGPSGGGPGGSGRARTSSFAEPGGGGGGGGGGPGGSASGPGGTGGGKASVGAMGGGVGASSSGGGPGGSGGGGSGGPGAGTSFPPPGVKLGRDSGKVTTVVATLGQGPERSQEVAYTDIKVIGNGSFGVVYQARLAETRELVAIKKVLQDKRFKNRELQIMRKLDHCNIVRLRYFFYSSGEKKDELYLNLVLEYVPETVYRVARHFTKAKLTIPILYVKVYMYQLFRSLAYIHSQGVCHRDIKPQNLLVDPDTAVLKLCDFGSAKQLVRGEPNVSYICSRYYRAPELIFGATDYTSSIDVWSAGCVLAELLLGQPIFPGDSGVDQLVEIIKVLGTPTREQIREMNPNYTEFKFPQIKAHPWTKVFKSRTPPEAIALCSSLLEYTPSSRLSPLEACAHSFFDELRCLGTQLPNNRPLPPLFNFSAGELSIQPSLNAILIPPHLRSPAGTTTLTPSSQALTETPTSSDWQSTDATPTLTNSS
Dyrk1A ADPGlo = rat Dyrk1A kinase inhibitors, primary screen, biochemical, single point, plate reader. Dual specificity tyrosine-phosphorylation-regulated kinase 1A (Rattus norvegicus), Q63470. ADP-Glo luminescence, NFATc1 peptide. inhibition, % at 12.5 µM. 0.43% of 310,000 active; in the data active = inhibition above about 50%;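 note: plate controls were vehicle with enzyme for no effect and no enzyme for full effect; many of its hits are not listed in these tables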
hERG protect = hERG rescue from dofetilide block, primary screen, cell-based, CHO-hERG, FluxOR thallium flux, dofetilide IC70; dofetilide IC70 present; activation (rescue from dofetilide block), less the hit threshold, % at 10 µM; 0.51% of 310,000 active; AID 1511, 2009;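 active = activation above the mean of controls blocked by dofetilide plus 5 SD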;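 note: thallium influx through hERG after potassium depolarization seen as dye fluorescence rise; in these data hits start at about 4.7%; inactives centre near -7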
KCNQ1 pot = potentiators or activators of KCNQ1 channel, primary screen, cell-based, thallium flux, high-throughput | Potassium voltage-gated channel subfamily KQT member 1 (Homo sapiens), P51787 | CHO-K1 KCNQ1, thallium flux FluxOR fluorescence; stronger effect = higher value | B-score at 10 µM | 0.35% of 310,000 active;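 active = fluorescence ratio B-score, a plate-corrected score, at least three library SD, with initial intensity B-score within 5 SD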
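Assay system: CHO-K1 cells stably expressing KCNQ1; Medium: assay buffer with matched DMSO; Also added: K+/Tl+ depolarizing stimulus; Dosing: single dose; Timing: dye 90 min, compound 20 min, room temperature; Measured by: kinetic FluxOR thallium fluorescence, 10-s 1-Hz baseline, 110-s post-stimulus read; Read-out: peak-minus-minimum fluorescence over initial fluorescence, negative-control normalized, B-scored.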
GSK3B inh = human GSK3beta kinase inhibitors, primary screen, biochemical, cell-free homogeneous, HTS. Glycogen synthase kinase-3 beta (Homo sapiens), P49841. GST-GSK3beta kinase, ADP-Glo luminescence, 60 min; stronger effect = lower value. activity score (negative = inhibition), % at 10 µM. 0.038% of 300,000 active. AID 2097, 2009;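 active = more than half of replicate wells score below -50%, meaning over 50% inhibition versus plate controls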;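 note: 0% = median DMSO wells and -100% = median GW8510 positive control wells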
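Assay system: GST-tagged human GSK3beta kinase, cell-free; Input: 1.6 ng GSK3beta; Medium: Tris/MgCl2 kinase buffer; Timing: 60 min enzyme reaction, room temperature; Signal: ADP-Glo luminescence quantifying ADP generated by kinase; Evaluation: score relative to plate controls; Benchmarks: DMSO neutral wells and GW8510 at 20 µM as positive.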
KCNK3 block = human KCNK3 channel inhibitors, primary screen, CHO cells, FluxOR thallium flux, B-score. Potassium channel subfamily K member 3 (Homo sapiens), O14649. FluxOR fluorescence; stronger effect = lower value. B-score at 10 µM. 0.84% of 340,000 active;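 active = B-score under library mean minus 4 SD, starting fluorescence ratio at most library mean plus 5 SD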;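 note: more negative B-score means stronger inhibition of thallium flux through KCNK3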
Target sequence (O14649 whole entry, looked up): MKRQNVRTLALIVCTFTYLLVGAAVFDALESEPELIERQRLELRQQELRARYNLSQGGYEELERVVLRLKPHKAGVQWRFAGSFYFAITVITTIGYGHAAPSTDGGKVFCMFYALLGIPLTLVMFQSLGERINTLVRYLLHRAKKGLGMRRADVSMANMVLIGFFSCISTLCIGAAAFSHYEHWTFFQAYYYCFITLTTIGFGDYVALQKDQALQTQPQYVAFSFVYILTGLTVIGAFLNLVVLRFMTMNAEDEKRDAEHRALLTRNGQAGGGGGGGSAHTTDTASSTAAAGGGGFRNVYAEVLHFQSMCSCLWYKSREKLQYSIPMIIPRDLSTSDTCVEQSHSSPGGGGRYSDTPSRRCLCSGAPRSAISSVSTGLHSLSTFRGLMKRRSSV
RGS4 inh = RGS4 inhibitors, primary screen, cell-based, HEK293 M3R inducible RGS4, calcium flux; Regulator of G-protein signaling 4 (Homo sapiens), P49798; Fluo-4 calcium flux; stronger effect = higher value; triggered by carbachol at its EC20; B-score at 10 µM; 0.45% of 310,000 active;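 active = B-score, a plate-corrected calcium signal, over three deviations above library mean, with baseline fluorescence within five deviations of library mean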;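 note: RGS4 expression induced by doxycycline in cells with stable M3 receptor; B-score is computed from the integrated fluorescence ratio over baseline after carbachol; higher B-score means a larger calcium signal and so more RGS4 inhibition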
Target sequence (P49798 whole entry, looked up): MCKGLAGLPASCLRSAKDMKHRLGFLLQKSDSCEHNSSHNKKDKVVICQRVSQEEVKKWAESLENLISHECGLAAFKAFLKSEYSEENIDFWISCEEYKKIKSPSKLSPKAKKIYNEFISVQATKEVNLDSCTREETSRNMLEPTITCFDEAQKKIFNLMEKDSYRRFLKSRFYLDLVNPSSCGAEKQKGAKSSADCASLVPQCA
KCNK9 block = KCNK9 potassium channel inhibitors, primary screen, HEK293 cells, thallium flux; Potassium channel subfamily K member 9 (Homo sapiens), Q9NPC2; FluxOR thallium flux fluorescence; stronger effect = lower value; B-score at 10 µM; 1.2% of 310,000 active; AID 488922, 2010;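 active = ratio B-score over 3 SD below the library mean, with starting fluorescence within 5 SD of its mean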;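 note: negative B-score means less thallium flux so channel inhibition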
KCNQ1 inh = inhibitors of human KCNQ1 channel, primary screen, cell-based, thallium flux, high-throughput; B-score at 10 µM; 1.3% of 310,000 active; CHO-K1 KCNQ1, FluxOR thallium flux fluorescence; stronger effect = higher value;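 active = compounds whose thallium flux B-score, printed positive for inhibition, exceeds three library SD while starting fluorescence stays within three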;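 note: channel opened by potassium depolarization with thallium stimulus after 20 min compound exposure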
Numbers without * were called inactive; i = inactive; . = not tested or not shown. Not all compounds are listed. The share of hits here may be higher or lower than overall.

SMILES	PolyA inh	RGS4 act	GSK3 alpha inh	Dyrk1A ADPGlo	hERG protect	KCNQ1 pot	GSK3B inh	KCNK3 block	RGS4 inh	KCNK9 block	KCNQ1 inh
O=C(O)C1C2C=CC(C2)C1C(=O)NCc1ccccc1F (stereo not given)	i	i	-3.3	-2.0	-4.2	i	0.5	i	i	i	i
CC1=C(C(=O)OCC2CCCO2)C(c2ccc(C)cc2)C2=C(CC(C)(C)CC2=O)N1 (stereo not given)	i	i	-1.0	2.6	-8.2	i	-4.9	i	i	i	i
COc1ccc(S(=O)(=O)N(CC(=O)Nc2ccc3c(c2)OCO3)c2ccccc2OC)cc1	i	i	-0.5	2.6	0.7	i	-3.2	i	i	i	i
COCc1nnc(NC(=O)c2cccc(NC(=O)C(C)C)c2)s1	i	i	-1.1	.	-10.5	i	-2.7	i	i	i	i
CC(=O)Nc1ccc(NC(=O)CSc2nnc(-c3cccs3)n2N)cc1	i	i	0.9	3.4	-12.2	i	-2.0	i	i	i	i
Cc1cccc(C)c1NC(=O)CSc1nnc(-c2ccco2)c(-c2ccco2)n1	i	i	1.2	-4.2	-16.3	i	1.5	i	i	i	i
Cc1onc(-c2c(Cl)cccc2Cl)c1C(=O)NCc1ccccn1	i	i	-0.5	-1.6	1.7	i	0.3	i	i	i	i
O=C(CN1C(=O)NC2(CCCc3ccccc32)C1=O)NC1CCCCC1 (stereo not given)	i	i	-2.2	-12.5	-15.6	i	-1.4	i	i	i	i
CCS(=O)(=O)N1CCCC(C(=O)NCCCOC)C1 (stereo not given)	i	i	-3.7	-2.6	-0.8	i	-1.9	i	i	i	i
CCCCOC(=O)Nc1ccc2c(C)cc(=O)oc2c1	i	i	-3.3	-7.9	-11.8	i	0.1	i	i	i	i
CCOc1cc(-c2c(C#N)c(=O)[nH]c3c2c(C)nn3-c2ccc(F)cc2)ccc1O	i	i	-2.0	-7.8	-12.2	i	4.0	i	i	i	i
Nc1c(/C=C2/C=CC(=O)C(O)=C2)c(=O)nc2sc(CC(=O)N3CCCCC3)nn12	i	i	-2.6	-4.2	-2.6	i	1.0	i	i	i	i
Cc1cc(C)c(NC(=O)c2cc(=O)c3ccccc3o2)c(C)c1	i	i	1.1	-0.6	-12.2	i	1.8	i	i	i	i
C/C(CC(=O)Nc1ccc2c(c1)OCCO2)=N\NC(=O)COc1ccccc1	i	i	3.1	12.0	-1.0	i	-3.9	i	i	i	i
Cc1cc2nnc(SCC(=O)NCc3ccco3)n2c2ccccc12	i	i	-2.8	-2.4	-10.1	i	-1.2	i	i	i	i
Nc1nnc(N2CCCCCC2)s1	i	i	-3.8	-5.9	-3.8	i	2.2	i	i	i	i
COc1cccc(NC(=O)NCCCSC2CCCCC2)c1	i	i	-2.1	-6.4	-5.2	i	3.1	i	i	i	i
COc1ccc(NC(=O)CSc2nnc(Cc3ccccc3)c(=O)n2N)cc1	i	i	-0.6	3.6	-6.1	i	2.6	i	i	i	i
COc1ccccc1C(c1nnnn1Cc1ccco1)N1CCN(c2cccc(C)c2C)CC1 (stereo not given)	i	i	-0.4	-4.2	-7.7	i	1.3	-11.4*	i	-14.3*	i
COCCn1c(C)cc(C(=O)CSc2nc3ccccc3c(=O)[nH]2)c1C	i	i	-6.8	.	-11.7	i	0.6	i	i	i	i
Cc1cccc(NC(=O)c2cc3n(n2)C(C(F)(F)F)CC(c2ccc4c(c2)OCO4)N3)c1 (stereo not given)	i	i	-1.2	-32.7	-12.2	i	-5.1	i	i	i	8*
COc1ccccc1NS(=O)(=O)c1cccc(NC(=O)Cc2cccs2)c1	i	i	0.4	-0.7	-10.3	i	-0.3	i	i	i	i
CCOCCCn1cnc2c([nH]c3cc(OC)ccc32)c1=O	i	i	-0.4	8.3	-4.1	i	1.8	i	i	i	i
CCCCc1ccc(NC(=S)NCc2cccnc2)cc1	i	i	-0.1	0.5	-14.5	i	-2.9	i	i	i	i
CCC(=O)c1ccc(N2CCCC2)c(F)c1	i	i	2.6	-13.3	-5.0	i	-0.5	i	i	i	i
Next part:
SMILES	PolyA inh	RGS4 act	GSK3 alpha inh	Dyrk1A ADPGlo	hERG protect	KCNQ1 pot	GSK3B inh	KCNK3 block	RGS4 inh	KCNK9 block	KCNQ1 inh
O=C(CNCc1cccs1)Nc1ccc(N2CCCCCC2)cc1	i	i	-2.2	.	-15.7	i	1.1	i	i	i	i
COc1cc(NC(=O)N[C@@H](Cc2ccccc2)C(=O)O)cc(OC)c1	i	i	-1.0	-3.1	-8.1	i	2.7	i	i	i	i
CC(=O)N1CCN(CC(=O)Nc2c(Cl)ccc(C)c2Cl)CC1	i	i	-4.1	2.8	-20.0	i	-3.5	i	i	i	i
CC(=O)NN1C(=O)/C(=C2/Sc3ccccc3N2C)SC1=S	i	i	0.2	0.9	-2.1	i	-0.4	i	i	i	i
O=C(Nc1ccc(N2CCCC2)c(Cl)c1)c1ccc2c(c1)OCCO2	i	i	-0.1	-3.4	-6.2	i	0.6	i	i	i	i
Cc1cc(=O)n2nc(N3CCCC(C(=O)N4CCc5ccccc54)C3)sc2n1 (stereo not given)	i	-7.65*	-5.6	-3.8	-4.4	i	1.6	i	i	i	i
CC(C)NS(=O)(=O)c1ccc(NC(=O)C(C)Oc2ccc(C(=O)c3ccccc3)cc2)cc1 (stereo not given)	i	-7.66*	0.1	-3.5	-4.4	12*	-1.9	i	i	i	i
O=C1CC(N2CCN(c3ccc(F)cc3)CC2)C(=O)N1c1ccccc1 (stereo not given)	i	i	-1.4	-2.4	-18.8	i	2.6	i	i	i	i
Cc1cc(C)n2nc(C(=O)NCC(=O)Nc3ccc(F)c(F)c3)nc2n1	i	i	-3.5	-4.3	-14.5	i	2.5	i	i	i	i
COc1ccc(NC(=O)CCOc2ccc(C)cc2)c(OC)c1	i	i	0.0	1.7	-0.4	i	2.8	i	i	i	i
O=C1NC2(CCCCC2)C(=O)N1Cc1cc(=O)n2ccsc2n1	i	i	2.3	6.1	-8.7	i	-0.3	i	i	i	i
COc1ccc(COc2cc(-c3cccc(OC)c3)nc3ccc(NC(=O)c4ccc(C)cc4)cc23)cc1	i	i	-1.8	0.2	-14.1	i	-1.7	i	i	i	i
Cc1nc2ccccn2c1CN(C)C(=O)C1CCC(=O)N(CCc2cccc(F)c2)C1 (stereo not given)	i	i	-0.9	-7.2	-5.5	i	.	i	i	i	i
COc1ccc(-c2cc(-c3ccccc3)nc(N3CCCC3)n2)cc1OC	i	i	4.7	-6.8	-12.7	i	-0.2	i	i	i	i
CC1CCCCN1C(=O)COC(=O)CNC(=O)c1ccc(Cl)cc1Cl (stereo not given)	i	i	2.6	3.6	-12.7	i	3.1	i	i	i	i
Cc1cc(NS(=O)(=O)c2ccc(NC(=O)c3cccc(OC(F)F)c3)cc2)nc(C)n1	i	i	-1.5	5.0	-12.0	i	1.2	i	i	i	i
COC(=O)c1nc2n(n1)C(c1ccccc1OC)C1=C(CCCC1=O)N2 (stereo not given)	i	i	-2.0	-1.5	-0.2	i	-0.7	i	i	i	i
Cc1ccccc1NC(=O)CN(C)S(=O)(=O)c1ccc2c(c1)n(C)c(=O)c(=O)n2C	i	i	1.0	2.8	-10.3	i	-1.6	i	i	i	i
CN(CC(=O)Oc1ccc(-c2nnco2)cc1)S(=O)(=O)c1ccc(F)cc1	i	i	2.8	24.0	-16.4	i	-0.3	i	i	i	i
Cc1ccc2c(c1)C1CN(C)CCC1N2C(=O)c1ccccc1NS(=O)(=O)c1cccc(C(F)(F)F)c1 (stereo not given)	i	i	0.6	-5.4	-13.3	i	0.3	i	i	i	i
O=C(Cc1ccccc1F)NC1CCCc2ccccc21 (stereo not given)	i	i	-0.8	0.3	-8.8	i	1.3	i	i	i	i
O=C(CSc1nnnn1-c1ccccc1)NC(=O)NCc1ccco1	i	i	-1.1	23.5	-4.3	i	1.1	i	i	i	i
CC(C)C(NS(=O)(=O)c1ccccc1)C(=O)N1CCCC1 (stereo not given)	i	i	-1.4	8.3	-2.5	i	-0.1	i	i	i	i
CCCCNC(=O)N(O)C1N(/N=C/c2ccccc2F)C(=S)SC1(C)C (stereo not given)	i	i	-1.0	-1.5	-8.2	i	5.7	i	i	i	i
CCOc1ccc(C(=O)O/N=C(\N)c2ccc([N+](=O)[O-])cc2)cc1OCC	i	i	-1.5	-2.8	-7.5	i	2.2	i	i	i	i
COCc1ccc(C(=O)N(C)CC2CCCN(CCc3ccc(Cl)cc3)C2)o1 (stereo not given)	i	i	0.9	-2.6	-9.5	i	-0.4	i	i	i	i
S=C(Nc1cc(Cl)cc(Cl)c1)NC1CCN(Cc2ccccc2)CC1	i	i	-0.9	1.2	-23.2	i	-3.5	i	i	i	i
COc1cccc(/C=N/NC(=O)C(=O)N2CCCC2)c1O	i	i	0.3	-0.7	-3.2	i	-1.1	i	i	i	i

Taken from the entries so far (2 entries):
SMILES	PolyA inh	RGS4 act	GSK3 alpha inh	Dyrk1A ADPGlo	hERG protect	KCNQ1 pot	GSK3B inh	KCNK3 block	RGS4 inh	KCNK9 block	KCNQ1 inh
O=C(O)C1C2C=CC(C2)C1C(=O)NCc1ccccc1F (stereo not given)	i	i	-3.3	-2.0	-4.2	i	0.5	i	i	i	i
CC1=C(C(=O)OCC2CCCO2)C(c2ccc(C)cc2)C2=C(CC(C)(C)CC2=O)N1 (stereo not given)	i	i	-1.0	2.6	-8.2	i	-4.9	i	i	i	i
